# Screening data deposited in PubChem BioAssay by National Center for Advancing Translational Sciences (NCATS).
# PTAP TSG101 blk = blocks PTAP/TSG101 interaction to inhibit HIV-1 budding; Potency, µM (titrated, usually from 115 µM), for the others: at the top dose activity change, negative = inhibition, hits mostly inhibitors; AID 493005; Fluorescence polarization, FITC-PTAP peptide / Tsg101 binding; 340,000 tested, under 10 active; Q99816; active means well fitted inhibition curve with a large enough effect in the main read-out, with a control signal flat, not every such curve was filed as active; inconclusive means small, poorly fitted or top-dose-only effect, or effect the other way, or a change in a side signal; inactive means no such curve, though single readings can be large or run the other way; further: potency means the concentration at half of the fitted maximal effect; % of control where 0% means no effect
#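 FP read-out: FITC-PTAP peptide, 50 nM final, binding Tsg101 binding domain, 10 uM final; 20 min, r.t.; 10 mM HEPES pH 7.5, 0.15 M NaCl, 0.01% Tween 20, 3 mM EDTA, 0.1 mM TCEP.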
# TRPV1 ag = agonists of human vanilloid receptor 1 (TRPV1). Q8NER1. TRPV1-expressing cells, Fluo-8 calcium influx, agonist mode. activation, % at 8.33 µM. actives 0.19% (n = 320,000). AID 540275; in the data active means activation above about 80%; inconclusive means between about 30% and that limit; further: 0% is about no effect
#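 TRPV1-expressing cells were cultured overnight at 35.5C and loaded with Fluo-8 calcium dye for 40 to 90 min at room temperature. After a 10 s baseline, compound was added and calcium influx was read kinetically for 3 min (ex 480/em 520 nm).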
# Integrin act MD = integrin-mediated muscular dystrophy alleviation activation; alpha7betagal myoblasts, beta-gal FDG fluorescence, 48 h; Potency, µM (top dose mostly 38.3 µM), for the others: at the top dose activation, hits mostly activators; actives 0.064% (n = 350,000); AID 624291;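 further: potency means the concentration at half of the fitted maximal effect; 100% = response of the positive control SU9516; nearly all actives have a fitted effect of over 60% in size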
#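 Alpha7betagal+/- myoblasts (passage 13) were plated 16-24 hr, then exposed to compounds (1:260 dilution of DMSO stock) for 48 hours at 37C. After MPER lysis, β-galactosidase reporter activity was read as FDG fluorescence (ex 480/em 540) after 30 minutes.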
# MLL CXXC-DNA inh = blocks binding of human MLL CXXC domain to DNA. Q03164. MLL-CXXC / FITC-HOXA9 DNA fluorescence polarization. Potency, µM (series often up to 115 µM), for inactives: at the highest dose activity change, negative = inhibition, most hits filed as inhibitors. actives 0.037% (n = 290,000). AID 2662; active means well fitted inhibition curve with a large enough effect in the polarisation, with a control signal flat, not every such curve was filed as active; inconclusive means small, poorly fitted or top-dose-only effect, or effect the other way, or a change in a side signal; inactive means no such curve, though single readings can be large or run the other way; the % refers to the polarisation; further: potency means the concentration at half of the fitted maximal effect
#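 Purified MLL-CXXC (added from a 7 uM solution) was preincubated 5 min at ambient with pinned compounds in 50 mM Tris-HCl pH 7.5, 50 mM NaCl, 1 mM DTT, 0.05% BSA. Fluorescein-labeled HOX-A9 DNA (50 nM solution) followed, 30 min, then polarization read.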
# p53 reactivator = restores transcriptional activity of mutant p53; H1299 p53-A138V BP100-luciferase reporter, luminescence, 24 h; Potency, µM (titrated, usually from 92.2 µM), without a hit: top-dose activity change, positive = activation, hits mostly activators; actives 0.063% (n = 320,000); AID 504706; further: potency means the concentration at half of the fitted maximal effect; % of control where 0% means no effect; nearly all actives have a fitted effect of over 45% in size
#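 H1299 (p53-null), stable ts p53-A138V + BP100-Luc; 1000 cells/well, Opti-MEM/10% FBS; cpd 4 pt, 1:5; 24 h, 37 deg C, 5% CO2; detection reagent 10 min RT; luminescence.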
# TCR activator = T cell receptor activation; 330,000 tested, under 10 active; Potency, µM (series often up to 9.22 µM), for the others: top-dose activation of IL-2 secretion, usual class: activators; primary human leukocytes, anti-CD3, IL-2 HTRF, 48 h; further: % of control where 0% means no effect
#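 IL-2 produced over 48 hr by a-CD3 bead-stimulated primary human leukocytes exposed to compounds was detected with a homogeneous time-resolved FRET immunoassay, 665nm acceptor signal after 320nm excitation.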
# BRCA1 expr up = BRCA1 expression activation; AID 624202; MCF7-BRCA1-FFLuc reporter, luminescence, 48 h; response scale: scaled: vehicle 0%, 10 µM genistein 100%; Potency, µM (titrated, usually from 46.1 µM), for inactives: at the top dose activation, hits mostly activators; actives 1.1% (n = 380,000); further: potency means the concentration at half of the fitted maximal effect; nearly all actives have a fitted effect of over 80% in size; some results filed as inactive show a strong effect at the top dose
#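 48 h compound treatment of MCF7-BRCA1-FFLuc cells (phenol-red free MEM, 37 °C), then 15 min with luciferase substrate and luminescence imaging.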
# AT treatment = potential ataxia-telangiectasia treatment; […] A-T fibroblasts, KAP-1 phosphorylation AlphaLISA; neocarzinostatin DNA damage 30 min before lysis; Potency, µM (highest dose often 57.5 µM), without a hit: top-dose activation, actives largely listed as activators; actives 0.19% (n = 320,000); further: potency means the concentration at half of the fitted maximal effect; % of control where 0% means no effect; nearly all actives have a fitted effect of over 45% in size
#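 ATM-like activity read as KAP-1 phosphorylation via AlphaLISA donor/acceptor antibody pairs after lysis and 6 hr at 25C. Cells were ATM-null patient fibroblasts ([…], hTERT), dosed 60 min, then exposed to the DSB inducer NCS for 30 min.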
# B2AR arrestin = agonists driving beta-arrestin recruitment to human beta2-adrenergic receptor. beta-arrestin recruitment to beta2AR, cell-based reporter. Potency, µM (doses to about 46.1 µM), for inactives: at the top dose activation, most hits filed as activators. actives 0.02% (n = 330,000);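 further: potency means the concentration at half of the fitted maximal effect; 0% = DMSO controls and full agonism = EC100 isoproterenol or metaproterenol; nearly all actives have a fitted effect of over 65% in size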
# ELG1 DNA repair = inhibitors of ELG1-dependent DNA repair in HEK293T cells. HEK293T ELG1-luciferase reporter, luminescence, 16 h; DNA damage induced by 5-fluorouridine. Potency, µM (top dose mostly 46.1 µM), inactives show at the top dose activity change, negative = inhibition, actives largely listed as inhibitors. actives 2.3% (n = 330,000); further: potency means the concentration at half of the fitted maximal effect; on the % scale 0 is the no-effect control and ±100 the full control effect; nearly all actives have a fitted effect of over 55% in size
#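 5-Fluorouridine DNA damage + compound/DMSO, 2,000 cells/well, 16 h, 37 °C/5% CO2. ONE-Glo, 30 min RT, luminescence. Readout = decrease in reporter signal.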
# An asterisk follows results filed as active; ? = inconclusive; . = no result given; [ ] = another dose, or the depositor's remark. Unless noted, the call rests on the fitted dose curve; in most records, active means well fitted curve in the direction sought with a large enough effect; inconclusive means small, poorly fitted or top-dose-only effect, or another doubt; inactive means no such curve, though single readings can be large; an effect the other way counts as inactive or inconclusive.
SMILES,PTAP TSG101 blk,TRPV1 ag,Integrin act MD,MLL CXXC-DNA inh,p53 reactivator,TCR activator,BRCA1 expr up,AT treatment,B2AR arrestin,ELG1 DNA repair
COc1cc(C(=O)Nc2cnc(NC(=O)C(C)C)cc2C)cc(OC)c1OC,-5%,-3,17%,1%,-6%,-1%,-17%,6%,-0.3%,10%
Cc1cc(NC(=O)CCC(=O)N(CC(=O)NCC2CCCO2)c2cccc(C)c2C)no1 (stereo not given),1%,2,12%,7%,-3%,3%,1%,-1%,-0.3%,2%
N=C1S/C(=C\c2cn[nH]c2-c2ccc(F)cc2)C(=O)N1c1ccccc1F,5%,1,?,-1%,?,-6%[46.1 µM],7.1µM*,4%,0.0%,?
COc1ccccc1CNCC(=O)N1CC(=O)Nc2ccccc21,-1%,0,-20%,-3%,3%,5%,-33%,7%,0.1%,6%
Cc1cc(C)cc(NC(=O)C2CC(=O)n3ncnc3N2)c1 (stereo not given),-7%,-5,-40%,-12%,2%,-2%,13%,-3%,-2.2%,-10%
CCOC(=O)C1CCCN(C2CC(=O)N(c3cccc(C)c3)C2=O)C1 (stereo not given),-6%,0,18%[7.66 µM],1%,1%,.,-1%,-5%,0.1%,0%
O=C(Nc1ccc(Cl)c(Cl)c1)Nc1nnc(-c2ccncc2)s1,-2%,-1,37%,1%,-4%,1%[46.1 µM],-13%,0%,-1.2%,?
CC(C)(C)OC(=O)C[C@@H]1C/C=C\C[C@@H](CC(=O)N[C@H](CO)Cc2ccccc2)C(=O)N2CCC[C@@H]2COC1=O,-5%,.,-20%,.,13%,-5%,4%,-3%,-0.1%,?
O=C(Nc1ncc(Cc2ccc(SC(F)F)cc2)s1)c1ccc(OC(F)F)cc1,-1%,?,15%,16%,5%,0%[46.1 µM],-48%,-1%,0.1%,?
CCSc1nc(-c2ccco2)ccc1C#N,1%,-1,-27%,11%,1%,4%,10%,12%,0.5%,1%
OC1(c2cccs2)CN(c2ccc(Cl)cc2)C2=[N+]1CCCC2 (stereo not given),-2%,3,?,7%,5%,8%,-37%,1%,0.4%,-13%
O=c1nc2n(c3cccc(Cl)c13)CCCCC2,1%,-1,?,8%,2%,-6%,-24%,-2%,-0.1%,11%
CCNC(=S)N1CCC(NC(=O)C2CCCCC2)CC1,-6%,-1,10%,2%,4%,10%,1%,1%,-0.9%,6%
Cc1cc(OCC(=O)Nc2ccccc2C)no1,-3%,0,12%,.,2%,1%,15%,5%,-0.8%,?
COc1ccc(NC(=O)CN2C(=O)NC(C)(C3CC3)C2=O)cc1S(=O)(=O)N1CCCCC1 (stereo not given),1%,0,-8%,.,-6%,-1%,-14%,5%,-3.5%,13%
COc1ccccc1CCNC(=O)C(=O)NCC1OCCN1S(=O)(=O)c1ccccc1 (stereo not given),2%,-2,1%,.,.,-2%,-18%,-4%,-0.8%,-3%
O=C(Nc1cc(C(F)(F)F)ccc1N1CCOCC1)c1ccc2ccccc2n1,-2%,0,1%[7.66 µM],-5%,7%,0%,-48%,15%,0.2%,7%
COc1ccc(C(=O)NCC(=O)N/N=C/c2ccc([N+](=O)[O-])o2)cc1OC,2%,-5,-34%,10%,?,1%,-94%[inhibitor],28%,?,?
Clc1ccc(OCCn2c(-c3ccco3)nc3ccccc32)cc1,-4%,?,-11%,4%,-1%,5%,15%[1.84 µM],-2%,-0.3%,-16%
O=C(CN1C(=O)NC2(CCc3ccccc32)C1=O)Nc1c(Cl)cccc1Cl (stereo not given),-9%,.,33%,.,-5%,9%,-8%,-3%,0.2%,0%
Cc1cc(Cl)ccc1OCC(=O)Nc1cccc(S(=O)(=O)NC2=NCCCCC2)c1,-2%,3,-20%,.,-4%,1%,-16%,-8%,0.2%,8%
N/C(=N\N=C/c1ccc(Br)cc1)N/N=C\c1ccc(Br)cc1,2%,5,-57%[inhibitor],16%,-10%,4%,-72%,-1%,-0.2%,14%
C=CCSc1nnc(NC(=O)C23CC4CC(CC(NC(C)=O)(C4)C2)C3)s1,-10%,-12,2%,10%,0%,5%,32%,-11%,0.4%,5%
Cc1occc1C(=O)NNC(=O)c1ccc(F)cc1,-2%,-5,-15%,-3%,18%,-3%,14%,-3%,-0.1%,21%
Cc1ccc(NC(=O)CCc2c(C)nn(-c3ccc(N4CCOCC4)nn3)c2C)cc1,-10%,-3,24%,10%,9%,1%,60%,-4%,-0.7%,2%
# The results go on.
SMILES,PTAP TSG101 blk,TRPV1 ag,Integrin act MD,MLL CXXC-DNA inh,p53 reactivator,TCR activator,BRCA1 expr up,AT treatment,B2AR arrestin,ELG1 DNA repair
Cc1ccc(N(CC(=O)NC2CCC(C)CC2)S(=O)(=O)c2cccnc2)cc1 (stereo not given),-5%,9,0%,17%,-1%,0%,-10%,1%,6.2%,1%
CCOC(=O)C1=NN(C(=O)COc2ccccc2)C(O)(c2ccc(Br)cc2)C1 (stereo not given),-3%,16,1%,-4%,8%,7%,-7%,-3%,0.3%,-3%
COc1ccc(C(=O)N/C=C/n2cnc3cc(C(F)(F)F)ccc32)cc1,-9%,12,-3%,1%,-1%,1%,2%,23%,-1.0%,-2%
Cc1ccc(S(=O)(=O)N2[C@@H](c3ccccc3F)C(C(=O)O)=CC[C@H]2c2cccs2)cc1,-6%,-1,-5%,.,6%,2%,0%,7%,-0.2%,-4%
CC(=O)N1CCN(c2ccc(S(=O)(=O)N3CCOCC3)cc2[N+](=O)[O-])CC1,-1%,.,-14%,.,-8%,1%[46.1 µM],-3%,-2%,-0.6%,?
O=c1[nH]cnc2c1ncn2-c1ccc(N(CCO)CCO)cc1,0%,.,28%,.,.,-35%,-6%,.,.,.
Cc1cccn2c(CNCCc3ccccn3)c(C(=O)N3CCOCC3)nc12,-2%,3,-21%,-8%,1%,-12%,0%,-1%,-0.4%,12%
Cc1cc(=O)oc2cc(OCC(=O)OCC(=O)N3CCC(C)CC3)ccc12,0%,-1,0%,13%,0%,1%,42%,0%,0.1%,4%
CCOc1ccccc1N(C(=O)Nc1cccc(Cl)c1)C1=NC(C)CS1 (stereo not given),-1%,-3,-7%,1%,4%,-7%[46.1 µM],-6%,3%,-1.0%,-2%
Cc1nc(N2CCc3ccccc3C2)[nH]c(=O)c1CCC(C)C,-3%,0,24%,3%,0%,.,16%,5%,-3.2%,18%
CCCc1cc(=O)oc2cc(OCc3cc(OC)c(OC)c(OC)c3)c(Cl)cc12,-10%,-4,-9%,0%,6%,-7%,-3%,6%,0.2%,13%
CC1Sc2ccc(C(=O)Nc3ccc(S(=O)(=O)N(C)C)cc3)cc2NC1=O (stereo not given),-2%,?,-25%,.,-10%,11%,-31%,11%,0.2%,?
CCCCC(CCC(=O)Nc1ccccc1C(=O)OCC)C(=O)O (stereo not given),1%,0,13%,-10%,-1%,-8%,7%,0%,-0.8%,4%
CCN(CC)S(=O)(=O)c1cccc(-c2nnc(SCC(N)=O)n2C)c1,-3%,-6,-25%,10%,0%,0%,-3%,2%,0.0%,6%
COC(=O)c1cc(S(=O)(=O)N2CCN(c3ccc([N+](=O)[O-])cc3)CC2)c[nH]1,-1%,1,?,29%,12%,4%,-9%,-4%,0.3%,16µM*

# Ordered by length of the SMILES (highest first): part of the list above
SMILES,PTAP TSG101 blk,TRPV1 ag,Integrin act MD,MLL CXXC-DNA inh,p53 reactivator,TCR activator,BRCA1 expr up,AT treatment,B2AR arrestin,ELG1 DNA repair
Cc1ccc(S(=O)(=O)N2[C@@H](c3ccccc3F)C(C(=O)O)=CC[C@H]2c2cccs2)cc1,-6%,-1,-5%,.,6%,2%,0%,7%,-0.2%,-4%
CCOC(=O)C1=NN(C(=O)COc2ccccc2)C(O)(c2ccc(Br)cc2)C1 (stereo not given),-3%,16,1%,-4%,8%,7%,-7%,-3%,0.3%,-3%
Cc1ccc(N(CC(=O)NC2CCC(C)CC2)S(=O)(=O)c2cccnc2)cc1 (stereo not given),-5%,9,0%,17%,-1%,0%,-10%,1%,6.2%,1%
Cc1cc(=O)oc2cc(OCC(=O)OCC(=O)N3CCC(C)CC3)ccc12,0%,-1,0%,13%,0%,1%,42%,0%,0.1%,4%
CCOc1ccccc1N(C(=O)Nc1cccc(Cl)c1)C1=NC(C)CS1 (stereo not given),-1%,-3,-7%,1%,4%,-7%[46.1 µM],-6%,3%,-1.0%,-2%
Cc1nc(N2CCc3ccccc3C2)[nH]c(=O)c1CCC(C)C,-3%,0,24%,3%,0%,.,16%,5%,-3.2%,18%
CCCCC(CCC(=O)Nc1ccccc1C(=O)OCC)C(=O)O (stereo not given),1%,0,13%,-10%,-1%,-8%,7%,0%,-0.8%,4%

# An unsorted share of the library. Share with any hit: about 3.8%.
